P. falciparum M17LAP: P. falciparum M17LAP inhibitors, primary screen, biochemical, fluorogenic H-Leu-NHMec substrate, 1536-well (AID 1619). 0.38% of 220,000 active. one-dose inhibition, % at 30 µM; IC50 in µM for titrated hits. Leucine aminopeptidase (Plasmodium falciparum (isolate 3D7)). recombinant M17LAP, H-Leu-NHMec fluorogenic kinetic assay; higher % means a stronger effect;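 active = compound inhibiting the enzyme by more than half at any dose during confirmatory dose-response retesting; inconclusive = strong single-dose inhibitors picked by rank but not retested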;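 also: plate controls were full reaction with DMSO carrier for no effect and no enzyme background for full effect; strong numbers were not always called active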
Dynein transport: inhibitors of GR-EGFP nuclear translocation, primary screen, dynein cargo transport inhibitor project, imaging, high-content, 3617.4 mouse cells; test concentration mostly 20 µM; stimulated with dexamethasone, 1 µM; stronger effect = lower value; z-score, hits read low; 0.47% of 220,000 active;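 active = plate z-score of nuclear minus cytoplasmic receptor signal below a set negative limit, without overly bright fluorescence or cell loss, cut at about -3.5 in these data, passing the limit was not always enough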;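 also: z-score of nuclear minus cytoplasmic ring GR-EGFP intensity difference per well; some compounds called inactive have numbers as strong as hits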
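Medium: Induction medium lacking tetracycline, stripped serum | Probe or stimulus: 1.0 µM final dexamethasone stimulus | Schedule: 48 h induction, then 1 h compound, then 30 min agonist, 37 °C | Signal: Automated 10x imaging of fixed Hoechst-stained cells | Evaluation: Per-cell GR-EGFP intensity, nucleus versus surrounding cytoplasmic ring, well-averaged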
AID2073: inhibitors of Mint1-CaV2.2 protein interaction, biochemical, HTRF (AID 2073); HTRF protein-protein interaction, Mint1-CaV2.2; higher % means a stronger effect; inhibition, % at 20 µM, or IC50 in µM where a hit was titrated; 0.19% of 290,000 active; in the data active = inhibition mostly above about 51%, no sharp cut-off; inconclusive = no clear call, values can overlap the other calls; inactive = mostly below about 53%; also: some results filed as inactive read as strong as hits
GPR55 activation: GPR55 agonists via beta-arrestin recruitment, primary screen, imaging, U2OS cells, beta-arrestin-GFP redistribution (AID 1961); G-protein coupled receptor 55 (Homo sapiens); U2OS GPR55 beta-arrestin-GFP redistribution imaging; higher % means a stronger effect; activation, % at 10 µM; hits with a dose series show EC50 in µM; 0.048% of 290,000 active;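 active = activation above 40% with more than 50 cells counted in the well; inconclusive = wells holding fewer than 50 cells, flagged as toxic or sparse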;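 also: U2OS osteosarcoma cells stably expressing GPR55 and beta-arrestin-GFP; plate controls were DMSO negative control for no effect and LPI positive control for full effect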
KOR beta-arrestin-1: KOR antagonists, beta-arrestin recruitment, cell-based, luminescence, uHTS (AID 1778); Kappa-type opioid receptor (Homo sapiens); KOR beta-arrestin recruitment, luminescence, antagonist mode; higher % means a stronger effect; inhibition, % at 10 µM, or IC50 in µM where a hit was titrated; 0.091% of 290,000 active; also: strong numbers were not always called active
HEK293 NOD2/NF-kB: NOD2 signaling inhibitors, cell-based, luminescence, uHTS, HEK293 (AID 1566) | inhibition, % at 4 µM, or EC50 in µM where a hit was titrated | HEK293 NOD2/NF-kB luciferase reporter, luminescence; higher % means a stronger effect | 0.63% of 290,000 active; also: many of its hits are not listed in these tables
M1AAP inhibition: P. falciparum M1AAP inhibitors, biochemical, fluorogenic H-Leu-NHMec substrate, 1536-well (AID 1445) | recombinant M1AAP, H-Leu-NHMec fluorogenic kinetic assay; higher % means a stronger effect | one-dose inhibition, % at 30 µM; IC50 in µM for titrated hits | 0.42% of 220,000 active;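 active = primary inhibition above the hit cutoff, then over 50% inhibition at one or more dose response concentrations, cut at about 23% in these data, passing the limit was not always enough; inconclusive = conflicting primary data, or primary hits not chosen for dose response; inactive = low primary inhibition, or under 50% at every dose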;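 also: plate controls were DMSO full reaction for no effect and no enzyme background for full effect; strong numbers were not always called active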
KOR beta-arrestin-2: KOR agonists, beta-arrestin recruitment, primary screen, cell-based, luminescence, uHTS (AID 1777) | activation, % at 10 µM, or EC50 in µM where a hit was titrated | 0.02% of 280,000 active | KOR beta-arrestin recruitment, luminescence; higher % means a stronger effect | Kappa-type opioid receptor (Homo sapiens); in the data active = activation above about 50%, passing the limit was not always enough; also: a part of the inactive calls stands beside numbers as strong as those of hits
NOD1 inhibition: NOD1 signaling inhibitors, primary screen, cell-based, luminescence, uHTS (AID 1578). 1% of 290,000 active. inhibition, % at 4 µM; hits with a dose series show EC50 in µM. NOD1-driven NF-kB luciferase reporter cells, luminescence; higher % means a stronger effect; in the data active = inhibition mostly above about 36%, no sharp cut-off; inactive = mostly below about 34%;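 also: HEK-293T reporter cells stimulated with the NOD1 agonist gamma-tri-DAP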
Dynein transport cytoplasmic EGFP: further read-out of Dynein transport, marked with its call; z-score; measured here: cytoplasmic GR-EGFP intensity; stronger effect = higher value
Dynein transport nuclear GR-EGFP: second read-out of Dynein transport, no call of its own (marks repeat the call); z-score; measured here: nuclear GR-EGFP intensity;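 lower value marks the stronger effect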
Dynein transport cell count: further read-out of Dynein transport, marked with its call; z-score; measured here: cell count per field
Active calls of the source: *; ? = inconclusive; / = no result given; [ ] = remark or other dose. Rule as the data show it, unless noted: active = inhibition above about 50%; inactive = the rest. Only part of the results is shown, so the mix of outcomes need not match the whole.

Start of the data: the first 3 compounds, to show the layout:
canonical_smiles	P. falciparum M17LAP	Dynein transport	Dynein transport cytoplasmic EGFP	Dynein transport nuclear GR-EGFP	Dynein transport cell count	AID2073	GPR55 activation	KOR beta-arrestin-1	HEK293 NOD2/NF-kB	M1AAP inhibition	KOR beta-arrestin-2	NOD1 inhibition
COC(=O)c1ccccc1S(=O)(=O)NC(=O)c1ccccc1	7%	2.5	-0.11	1.2	-0.51	-2%	-0.1%	38%	16%	21%	-3.0%	-37%
COCCNC(=O)C(c1ccco1)N(C(=O)Cn1nnc2ccccc21)c1cc(C)ccc1C (centres undefined)	-7%	-0.084	-0.2	0.15	-0.17	5%	-0.2%	15%	13%	8%	-7.1%	0%
O=C(CNC(=O)c1ccco1)Nc1ccc(OC(F)F)cc1	/	/	/	/	/	2%	0.0%	21%	-172%	/	-1.1%	-12%

The whole of this part, from the start:
canonical_smiles	P. falciparum M17LAP	Dynein transport	Dynein transport cytoplasmic EGFP	Dynein transport nuclear GR-EGFP	Dynein transport cell count	AID2073	GPR55 activation	KOR beta-arrestin-1	HEK293 NOD2/NF-kB	M1AAP inhibition	KOR beta-arrestin-2	NOD1 inhibition
COC(=O)c1ccccc1S(=O)(=O)NC(=O)c1ccccc1	7%	2.5	-0.11	1.2	-0.51	-2%	-0.1%	38%	16%	21%	-3.0%	-37%
COCCNC(=O)C(c1ccco1)N(C(=O)Cn1nnc2ccccc21)c1cc(C)ccc1C (centres undefined)	-7%	-0.084	-0.2	0.15	-0.17	5%	-0.2%	15%	13%	8%	-7.1%	0%
O=C(CNC(=O)c1ccco1)Nc1ccc(OC(F)F)cc1	/	/	/	/	/	2%	0.0%	21%	-172%	/	-1.1%	-12%
CN1CCN(Cc2c(C(=O)N3CCc4ccccc4C3)nc3ccc(Cl)cn23)CC1	/	/	/	/	/	38%	0.2%	-32%	10%	/	-2.0%	-10%
CC(=O)N1CCN(c2ccc(NC(=O)c3ccc(OCc4ccccc4)cc3)cc2)CC1	-8%	0.88	-0.14	0.71	-0.029	30%	0.2%	-48%[20 µM]	22%	-3%	-2.8%	-22%
Cc1ccc(Cn2ccc(NC(=O)c3cc(-c4ccc(Cl)cc4)on3)n2)cc1	20%	-0.9	-0.29	-0.63	0.86	20%	-0.1%	40%	12%	8%	-2.5%	31%
CCn1c(=O)cc(SCC(=O)N2CCN(C(=O)c3ccco3)CC2)c2ccccc21	-10%	-1.4	-0.34	-0.42	0.94	1%	0.1%	11%	-15%	3%	1.5%	/
O=C(CSc1nc(-c2ccco2)cc(C(F)(F)F)n1)Nc1ccccc1C(F)(F)F	18%	0.87	-0.27	0.71	0.092	3%	-0.3%	5%	-8%	1%	24%	12%
CC(C)C1O/C(=N/C(=O)Nc2ccc(Cl)c(Cl)c2)NC1=O (centres undefined)	10%	0.47	-0.24	0.39	0.68	0%	-0.1%	-10%	11%	1%	8.5%	4%
Cc1ccc(OCC(O)CN2C(=O)NC(C)(C)C2=O)cc1 (centres undefined)	7%	-0.98	-0.26	-0.54	0.41	6%	0.5%	-8%	24%	0%	-5.7%	-3%
Cc1c(/C=N/NC(=O)C(C)(C)Oc2ccc(Cl)cc2)cnn1C	1%	0.28	-0.2	0.78	-0.53	5%	0.2%	-36%	8%	3%	-1.9%	-25%
Cc1cc2cc(CCNC(=O)C(=O)c3c[nH]c4ccccc34)c(=O)[nH]c2cc1C	12%	0.52	-0.21	0.37	-0.013	-2%	-0.4%	0%	8%	12%	-3.2%	1%
CCOC(=O)Cc1cc(=O)[nH]c(=O)[nH]1	-8%	-0.34	-0.3	-0.076	0.53	9%	-0.3%	13%	6%	-7%	-3.4%	-30%
CC1CCN(CC(=O)N2CCc3ccccc32)CC1	/	/	/	/	/	5%	-0.2%	18%	1%	/	0.3%	-6%
O=C(CNc1ccccc1)NNC1=NCCC1	14%	1.9	-0.022	2.8	-2.1	-4%	-0.4%	27%	15%	-2%	-1.5%	-19%
CCOC(=O)N1CCN(C(=O)CCSc2ccc(C)cc2)CC1	-3%	-0.42	-0.26	0.076	0.93	1%	-0.2%	15%	12%	-2%	8.4%	12%
CCOC(=O)Cc1nnc(-c2ccccc2)o1	-3%	0.39	-0.34	0.47	-0.42	6%	0.2%	14%	-2%	-4%	3.0%	-33%
COc1ccc(CCC(=O)NCC23CC4CC(CC(C4)C2)C3)cc1	/	/	/	/	/	4%	0.0%	-12%	-24%	/	2.4%	1%
COc1cccc(NC(=O)CN(C)S(=O)(=O)c2ccc(C)cc2)c1	7%	-1	-0.2	0.14	0.74	-5%	-0.2%	-30%	6%	5%	6.3%	-22%
Cc1csc(N(C(=O)c2cccc(S(=O)(=O)N(C)C)c2)c2ccccc2)n1	6%	0.43	-0.2	0.06	-0.54	-11%	-1.0%	4%	-9%	0%	-7.4%	4%

The listing continues:
Structure | P. falciparum M17LAP | Dynein transport | Dynein transport cytoplasmic EGFP | Dynein transport nuclear GR-EGFP | Dynein transport cell count | AID2073 | GPR55 activation | KOR beta-arrestin-1 | HEK293 NOD2/NF-kB | M1AAP inhibition | KOR beta-arrestin-2 | NOD1 inhibition
COCCCNC(=O)/C=C/c1c(Cl)cccc1Cl | -10% | 0.074 | -0.072 | 0.21 | 0.45 | 1% | 0.1% | -20% | -7% | 1% | -1.4% | 0%
CC(C)c1[nH]nc2c1C(C(C)C)C(C#N)=C(N)O2 (centres undefined) | 16% | -0.6 | -0.15 | 0.12 | -1 | -6% | -0.3% | -6% | 20% | 2% | 12% | 12%
Cc1ccc(NC(=O)c2cc(-c3cc(C)c(C)cc3O)n[nH]2)cc1C | / | / | / | / | / | 15% | -0.1% | 1% | -1% | / | -1.9% | 2%
CC1CCCC(NS(=O)(=O)c2cccc3nsnc23)C1C (centres undefined) | / | / | / | / | / | 7% | -0.3% | -7% | 2% | / | -2.4% | -19%
COC(=O)c1[nH]c2cccc(Cl)c2c1NC(=O)CN1CCCCC1C (centres undefined) | 2% | -0.17 | -0.34 | 0.085 | 0.41 | 1% | -0.3% | 35% | -3% | 0% | 7.3% | 6%
COC(=O)c1ccc(CSc2nc3c(cnn3-c3ccc(C)c(C)c3)c(=O)[nH]2)o1 | 0% | -0.46 | -0.27 | 0.03 | 0.74 | 6% | -0.2% | -31% | 5% | 1% | 0.6% | -5%
c1ccc(-c2ncc3c(ccc4ccccc43)n2)cc1 | -10% | -0.03 | -0.3 | -0.28 | 0.1 | -19% | 0.1% | 18% | -71% | 0% | 2.8% | -17%
CCN(CC)C(c1ccc(C)cc1)c1nnnn1C1CCCCC1 (centres undefined) | 2% | 1.8 | -0.2 | 1.1 | -1.6 | 13% | 0.2% | 28% | -8% | 1% | 2.8% | -3%
Cc1sc(NC(=O)c2ccccc2F)c(CN2CCCCC2)c1C | -4% | -1.1 | -0.26 | -0.98 | 0.94 | -6% | 0.0% | -38% | -26% | -1% | 1.3% | -9%
CC1(C)NC(=O)N(CCCCOc2ccc3ccccc3c2Cl)C1=O | 2% | -2.4 | 0.19 | -1.1 | -0.099 | -3% | -0.1% | 1% | -43% | 0% | 1.9% | -42%
Cc1ccc(C)c(OCc2nnc(NC(=O)c3ccc4c(c3)OCO4)s2)c1 | 16% | -0.15 | -0.23 | 0.7 | -0.3 | ? | 0.0% | -15% | -23% | 9% | 0.2% | -3%
c1csc(-c2ccc(N3CCOCC3)nn2)c1 | / | / | / | / | / | 18% | 0.3% | 22% | -39% | / | -4.6% | -12%
NNc1nc2c(F)cccc2s1 | 9% | -0.32 | -0.26 | -0.11 | 1.3 | -13% | -0.6% | 33% | -12% | -5% | -3.1% | -34%
COc1ccc(NC(=O)c2ccccc2N(Cc2ccccc2)S(C)(=O)=O)c(OC)c1 | / | / | / | / | / | 6% | -0.1% | -2%[20 µM] | 8% | / | -4.2% | -8%
CCNc1nc(C)nc2c1oc1ccccc12 | 2% | -0.38 | -0.21 | -0.31 | 0.52 | -6% | -0.2% | 22% | -1% | 3% | 15% | 8%
CCNc1nc(NCC)n2c(SCC(=O)c3ccccc3F)nnc2n1 | 3% | 1.1 | 0.06 | 1.1 | -0.62 | -17% | -0.3% | -12% | 10% | 0% | 3.7% | -25%
CC(C)(C)/C=N/NC(=O)C1CC1 | -15% | -0.058 | -0.25 | 0.9 | -0.31 | 5% | -0.2% | 16% | -2% | -2% | -0.7% | -9%
CC(=O)Nc1cccc(Oc2ccc([N+](=O)[O-])cc2Cl)c1 | -6% | 0.25 | 0.0021 | 0.31 | 0.55 | -1% | 0.7% | 1% | -49% | -3% | 6.4% | -24%
CCOC(=O)C1=C(c2ccccc2)OC(N)=C(C#N)C1c1cccs1 (centres undefined) | -4% | -0.052 | -0.14 | 0.28 | 0.027 | 5% | -0.2% | -16% | 5% | 7% | 3.9% | /
CCN(CC)c1ccc(/C=N/NC(=O)CC(C)C)cc1 | 8% | 1 | 0.46 | 1.3 | -1.4 | 2% | 0.2% | -3%[20 µM] | -13% | 9% | 1.9% | -39%
COc1ccc(CNC(=O)COc2ccc(S(=O)(=O)N3CCCCC3)cc2Cl)cc1 | / | / | / | / | / | 5% | 0.2% | 20% | 10% | / | -4.1% | -3%
COc1ccccc1NC(=O)C1CCN(S(=O)(=O)c2ccc3c(c2)CC(C)N3C(C)=O)CC1 (centres undefined) | / | / | / | / | / | -4% | -0.1% | 1% | 0% | / | -4.2% | -29%

Screening results deposited in PubChem BioAssay by several laboratories.
